Source: PubChem BioAssay (National Center for Advancing Translational Sciences (NCATS))
ERG Ets-DNA blk: qHTS for Small Molecule Inhibitors of the ERG Ets/DNA interaction. Transcriptional regulator ERG (Homo sapiens), P11308. fluorescence polarization, His-ERG Ets domain / labelled DNA. Potency, µM (highest dose often 76.9 µM), for the others: at the highest dose FP activity, negative = inhibition, usual class: inhibitors. 370,000 compounds, 0.028% hits; active = well fitted inhibition curve with a large enough effect in the polarisation, with a control signal flat; inconclusive = small, poorly fitted or top-dose-only effect, or effect the other way, or a change in a side signal; inactive = no such curve, though single readings can be large or run the other way; the % refers to the polarisation;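 note: polarization taken with two DNA probes labelled with fluorescein and Texas red; potency is the fitted concentration of half-maximal effect; % of control where 0% means no effect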
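His-tagged ERG Ets domain (1 uM in the protein solution; 300mM KCl, 50mM Tris-HCl, 1mM EDTA, 1mM DTT, pH 7.5) received compound, then a probe mix of 5 nM fluorescein-DNA and 100nM Texas-615-DNA. Fluorescence polarization was read for both dyes.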
POLK inh: qHTS for Inhibitors of Polymerase Kappa | DNA polymerase kappa (Homo sapiens), Q9UBT6 | purified Pol kappa, fluorescent DNA synthesis assay, 10 min | Potency, µM (series often up to 107 µM), for the others: at the top dose activity, negative = inhibition, actives largely listed as inhibitors | 400,000 compounds, 0.53% hits; note: potency is the fitted concentration of half-maximal effect; % is set by controls: 0 for no effect and ±100 for the full control effect
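Pol kappa 10 nM + cpd, 15 min RT; start w/ substrate 50 nM final; fluorescence kinetic read, 0 and 10 min. Neg ctrl: buffer, no enzyme.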
Anesthetic bind: qHTS Assay for Identification of Novel General Anesthetics; apoferritin/1-aminoanthracene competitive binding, fluorescence; AID 485281, 2010; Potency, µM (highest dose often 77.5 µM), for inactives: at the top dose activity change, negative = displacement, most hits filed as inhibitors; 350,000 compounds, 0.074% hits; Ferritin light chain (Equus caballus), P02791; note: potency is the fitted concentration of half-maximal effect; % is set by controls: 0 for no effect and ±100 for the full control effect; nearly all actives have a fitted effect of over 20% in size
Target sequence (P02791 2-175 limits assumed): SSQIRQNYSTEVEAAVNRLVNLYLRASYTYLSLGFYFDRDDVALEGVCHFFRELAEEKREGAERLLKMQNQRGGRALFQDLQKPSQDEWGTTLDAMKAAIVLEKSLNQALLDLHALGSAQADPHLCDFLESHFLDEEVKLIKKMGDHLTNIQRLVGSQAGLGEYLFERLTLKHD
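Apoferritin-based anesthetic binding model; compound displacement of fluorescent 1-AMA measured as endpoint fluorescence after 10 minutes at room temperature, scaled to free-ligand and complex controls.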
12-LOX inh: Primary qHTS assay for inhibitors of human arachidonate 12S-lipoxygenase (ALOX12): Round 2; 580,000 compounds, 1.1% hits; Potency, µM (series often up to 108 µM), without a hit: at the top dose activity change, negative = inhibition, hits mostly inhibitors; AID 1671190, 2021; purified 12hLO, xylenol orange hydroperoxide absorbance; Polyunsaturated fatty acid lipoxygenase ALOX12 (Homo sapiens), P18054; note: potency is the fitted concentration of half-maximal effect; % is set by controls: 0 for no effect and ±100 for the full control effect
Target sequence (P18054 whole entry, looked up): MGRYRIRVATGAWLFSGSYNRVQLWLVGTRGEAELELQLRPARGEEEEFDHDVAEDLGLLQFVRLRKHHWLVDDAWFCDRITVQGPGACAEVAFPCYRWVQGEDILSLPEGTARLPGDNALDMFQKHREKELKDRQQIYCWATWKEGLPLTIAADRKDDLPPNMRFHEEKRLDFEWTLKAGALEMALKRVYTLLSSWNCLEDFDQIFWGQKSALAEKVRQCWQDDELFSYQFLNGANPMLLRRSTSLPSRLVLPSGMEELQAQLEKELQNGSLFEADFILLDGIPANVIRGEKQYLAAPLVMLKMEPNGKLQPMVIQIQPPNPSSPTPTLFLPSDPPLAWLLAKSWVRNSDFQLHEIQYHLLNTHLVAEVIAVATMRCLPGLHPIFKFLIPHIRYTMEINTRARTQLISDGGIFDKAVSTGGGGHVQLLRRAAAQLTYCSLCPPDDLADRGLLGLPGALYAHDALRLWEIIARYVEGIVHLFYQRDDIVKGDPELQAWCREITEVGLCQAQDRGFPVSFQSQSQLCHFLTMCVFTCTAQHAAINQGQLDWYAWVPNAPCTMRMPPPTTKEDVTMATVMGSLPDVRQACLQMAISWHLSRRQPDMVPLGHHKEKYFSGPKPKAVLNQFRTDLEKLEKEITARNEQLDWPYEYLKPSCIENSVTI
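Purified human 12hLO (150 nM final) in 25 mM Hepes, 0.01% Triton X-100, pH 7.0 was preincubated 15 min at room temperature with compound. Then 40 uM arachidonic acid was added, 30 min. Hydroperoxide was read by Fe-XO absorbance ratio 573/405 nm.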
LDHA block: qHTS assay for inhibitors of human lactate dehydrogenase; L-lactate dehydrogenase A chain (Homo sapiens), P00338; purified LDHA, NADH/diaphorase-resazurin fluorescence; hits give low values; activity change, % (values are at about 110 or 230 µM); 480,000 compounds, 0.15% hits; in the data active = activity change below about -30%; inconclusive = mostly about -25% to -30%;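 note: plate controls were DMSO wells for no effect and wells without enzyme for full effect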
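Remaining NADH was detected by diaphorase (0.133 mg/mL) converting 37 µM resazurin to fluorescent resorufin, read at 0 and 20 minutes. The preceding 5-minute room-temperature reaction used 2 nM LDHA, 0.2 mM sodium pyruvate and 0.06 mM NADH at pH 7.4.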
APEX1 inh: qHTS Assay for Inhibitors of the Human Apurinic/apyrimidinic Endonuclease 1 (APE1) | DNA repair nuclease/redox regulator APEX1 (Homo sapiens), P27695 | recombinant APE1, TAMRA/BHQ-2 abasic DNA cleavage fluorescence | Potency, µM (series often up to 65.8 µM), inactives show at the top dose activity change, negative = inhibition, usual class: inhibitors | 350,000 compounds, 0.35% hits;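 note: potency is the fitted concentration of half-maximal effect; plate controls were vehicle for no effect and reference inhibitor for full effect; nearly all actives have a fitted effect of over 55% in size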
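Compound pre-exposure to 0.75 nM APE1, 15 min at ambient temperature. Reaction initiated with 50 nM TAMRA/BHQ-2 THF substrate, read immediately in kinetic mode, 525 nm excitation, 598 nm emission.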
RGS4 inh: Inhibitors of Regulator of G Protein Signaling (RGS) 4: qHTS | 390,000 compounds, 0.039% hits | Potency, µM (highest dose often 114 µM), inactives show top-dose activity change, negative = inhibition, hits mostly inhibitors | Regulator of G-protein signaling 4 (Homo sapiens), P49798 | AID 504845, 2011 | Transcreener GDP fluorescence polarization, RGS4-accelerated GTP hydrolysis; note: potency is the fitted concentration of half-maximal effect; % is set by controls: 0 for no effect and ±100 for the full control effect; nearly all actives have a fitted effect of over 75% in size; some results filed as inactive show a strong effect at the top dose
Target sequence (P49798 whole entry, looked up): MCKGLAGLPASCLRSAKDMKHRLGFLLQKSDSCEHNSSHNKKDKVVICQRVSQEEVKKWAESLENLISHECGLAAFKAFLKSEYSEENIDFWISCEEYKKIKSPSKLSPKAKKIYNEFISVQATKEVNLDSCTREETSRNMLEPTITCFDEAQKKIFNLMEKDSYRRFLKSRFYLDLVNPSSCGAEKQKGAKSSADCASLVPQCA
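MLSMR compounds (23 nl, pin-transferred) preincubated 10 min at room temperature with a 500nM (2x) first reagent, then RGS4 at 900nM (2x) plus Transcreener GDP mix added; fluorescence polarization (620/688 nm) read before and after 90 min at 30 °C.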
POLH inh: qHTS for Inhibitors of Polymerase Eta; 390,000 compounds, 1.2% hits; DNA polymerase eta (Homo sapiens), Q9Y253; Potency, µM (doses to about 114 µM), for the others: at the highest dose activity change, negative = inhibition, hits mostly inhibitors; AID 588591, 2011; recombinant Pol eta, fluorescent DNA replication assay; note: potency is the fitted concentration of half-maximal effect; % is set by controls: 0 for no effect and ±100 for the full control effect
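Fluorescent replication assay: 50 nM final substrate added after a 15 min room-temperature compound preincubation with 10 nM enzyme. Signal taken at 0 min and again at 10 min.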
Pol beta inh: qHTS Assay for Inhibitors of DNA Polymerase Beta. Pol beta primer extension/strand displacement, fluorescence kinetic. Potency, µM (series often up to 114 µM), for inactives: top-dose activity change, negative = inhibition, hits mostly inhibitors. 340,000 compounds, 1.3% hits. AID 485314, 2010; note: potency is the fitted concentration of half-maximal effect; % is set by controls: 0 for no effect and ±100 for the full control effect
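Pol beta (10 nM) was preincubated with compound for 15 min at room temperature. The reaction was then started with 50 nM substrate and read immediately and after a further 10 min at room temperature.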
Numbers without * were called inactive; ? = inconclusive; . = no result given; & = joins results of further samples; [ ] = another dose, or the depositor's remark. Unless noted, calls come from the whole dose curve; as a rule, active = well fitted curve in the direction sought with a large enough effect; inconclusive = small, poorly fitted or top-dose-only effect, or another doubt; inactive = no such curve, though single readings can be large; an effect the other way counts as inactive or inconclusive. Not all compounds are listed; count on the stated rates, not on these rows.

12-LOX inh | POLK inh | RGS4 inh | POLH inh | Anesthetic bind | LDHA block | Pol beta inh | APEX1 inh | ERG Ets-DNA blk | molecule
6% | -4% | 7% | -5% | -10% | -7 | 22% | 2% | 1% | Cc1cc(CC(C)C)n(-c2nc3ccccc3c(=O)n2OCC(=O)N(C)C)n1
0% | -3% | -20% | 7% | -8% | -2 | 4% | 16% | 6% | COc1ccc(C(=O)C2CCCN(C(=O)Cn3ccc(C)n3)C2)cc1OC (stereo not given)
-23% | -1% | 30% | 1% | . | -18 | . | . | 4% | COC(=O)C1=C(C)N(CCCC(=O)O)C(=O)NC1c1ccccc1OS(=O)(=O)c1ccccc1[N+](=O)[O-] (stereo not given)
-27% | -9% | -43% | -19% | -8% | -4 | 7% | -2% | 8% | CSCCCNC(=S)N1CCN(c2ccc(C(C)=O)cc2)CC1
3% | -3% | 15% | -17% | 3% | -3 | 53% | -12% | 13% | O=C(CN1C(=O)c2ccccc2C1=O)N(CCO)Cc1ccccc1
3% | -2% | -17% | 0% | -9% | -9 | 8% | 12% | 0% | CC(C)Oc1ccc(CC(=O)NNC(=S)Nc2ccccc2)cc1
31%[activator] | -24% | 18% | ? | -11% | -1 | 17% | 18% | -1% | COc1ccc2sc(NC(=O)NC(=O)c3c(Cl)cccc3Cl)nc2c1
? | -8%&-17% | 4%&9% | -16%&0% | -11%&-10% | -4&-17 | 10%&1% | 7% | 13%&5% | Nc1nc2nc(-c3ccccc3)cc(=O)n2[nH]1
-4% | -10% | -13% | -11% | . | 1 | . | 12% | -2% | CCCc1cc(=O)[nH]c(SCC(=O)Nc2ccc(N3CCCCC3)cc2)n1
-16% | -20% | -4% | -13% | 1% | 6 | -11% | . | 5% | O=C(NCCc1ccccc1)c1cnn(-c2ccc(F)cc2)c1-n1cccc1
-9% | 15% | -1% | -15% | -19% | -1 | ? | -11% | -1% | Cc1nc(N2CCN(C)CC2)c2cc(-c3ccccc3)sc2n1
-30% | 8% | 7% | -11% | -6% | -2 | 0% | 2% | -3% | Cc1nc2ncnn2c(C)c1CCC(=O)N1CCc2ccccc2C1
? | -2% | 2% | -7% | 10% | -1 | 60% | -10% | 9% | O=C(CN(Cc1ccccc1)C(=O)CNS(=O)(=O)c1ccccc1)NCC1CCCO1 (stereo not given)
5% | -2% | -4% | -1% | 1% | -10 | 1% | 0% | 17% | Cn1c(N)c(C(=O)COC(=O)C2=NNC(=O)CC2)c(=O)n(C)c1=O
5% | -11% | -6% | -15% | ? | 0 | ? | -2% | -1% | Cc1[nH]c2ccccc2c1SCc1ccccc1
-24% | -4% | -30% | -11% | -8% | 0 | -8% | 7% | 2% | COC(=O)NNC(=O)c1ccc(C(C)(C)C)cc1
17% | -10% | 5% | -3% | -4% | -13 | 2% | 1% | -9% | O=C(NCCSc1ccccn1)c1ccc(Cl)cc1
-17% | -15% | -19% | -19% | 5% | 2 | 0% | 52%[activator] | 0% | CC(C)c1ccc(N(C(=O)c2snc(C(N)=O)c2N)C(C(=O)NCC2CCCO2)c2ccc(N(C)C)cc2)cc1 (stereo not given)
-3% | -23% | 22% | -9% | -11% | 0 | -3% | -5% | -1% | CCOC(=O)Cc1cc(=O)[nH]c(/N=C(/NC(=O)c2ccccc2)Nc2ccccc2C(F)(F)F)n1
0% | 3% | -1% | -5% | 0% | 2 | 12% | 5% | 9% | CC(=O)N1N=C(c2cccc(O)c2)CC1c1cccs1 (stereo not given)
-6%[57.4 µM] | 7% | -14% | -12% | -21% | 2 | 4% | -3% | -6% | CCn1cc(C(=O)NCCCN2CC(C)CC(C)C2)c(=O)c2cc(S(=O)(=O)N(C)C)ccc21 (stereo not given)
22% | 0% | -26% | -18% | -19% | -3 | 19% | -8% | 3% | COc1ccccc1-n1c(SCC(N)=O)nnc1-c1ccc(S(=O)(=O)N2CCCCC2)cc1
? | -5% | 7% | -12% | . | -1 | . | 25% | -8% | COc1ccc(NC(=O)C2CCN(S(=O)(=O)c3cccs3)CC2)cc1OC
-3% | -6% | -2% | -2% | -8% | -12 | 18% | -2% | -10% | O=C(NCC1CCCO1)c1ccccc1NS(=O)(=O)c1cccs1 (stereo not given)
? | -14% | 10% | 10µM* | -8% | -2 | ? | 17% | -3% | COc1ccc(-n2nc(C(=O)NCC(=O)Nc3ccccn3)c3ccccc3c2=O)cc1Cl
0% | -3% | -27% | -13% | -12% | -7 | 2% | 30% | 4% | O=C(CCCc1cccs1)NCCc1c[nH]c2ccccc12
-14% | 0% | -5% | -13% | -9% | 5 | 28% | ? | 1% | CN(C)CCCN1C(=O)C(=O)/C(=C(/O)c2ccncc2)C1c1cccnc1 (stereo not given)
-5% | -7% | 4% | -7% | -26% | 2 | 1% | 19% | -3% | COc1ccc(CN2CCc3ccc(NC(=O)CCc4ccccc4OC)cc3C2)c(O)c1
0% | -10% | ? | -18% | ? | -7 | ? | ? | 0% | C=CCn1c2ccccc2c2nnc(SCN3C(=O)c4ccccc4C3=O)nc21
-4% | -5% | -3% | -6% | -22% | -7 | -2% | -5% | -3% | CNS(=O)(=O)c1cccc(C(=O)OCC(=O)N(Cc2ccccc2)C(C)(C)C)c1

Exported with values under each structure: eight of the compounds above.
The line under a structure holds: 12-LOX inh | POLK inh | RGS4 inh | POLH inh | Anesthetic bind | LDHA block | Pol beta inh | APEX1 inh | ERG Ets-DNA blk
- COc1ccc(NC(=O)C2CCN(S(=O)(=O)c3cccs3)CC2)cc1OC
  ? | -5% | 7% | -12% | . | -1 | . | 25% | -8%
- O=C(NCC1CCCO1)c1ccccc1NS(=O)(=O)c1cccs1 (stereo not given)
  -3% | -6% | -2% | -2% | -8% | -12 | 18% | -2% | -10%
- COc1ccc(-n2nc(C(=O)NCC(=O)Nc3ccccn3)c3ccccc3c2=O)cc1Cl
  ? | -14% | 10% | 10µM* | -8% | -2 | ? | 17% | -3%
- O=C(CCCc1cccs1)NCCc1c[nH]c2ccccc12
  0% | -3% | -27% | -13% | -12% | -7 | 2% | 30% | 4%
- CN(C)CCCN1C(=O)C(=O)/C(=C(/O)c2ccncc2)C1c1cccnc1 (stereo not given)
  -14% | 0% | -5% | -13% | -9% | 5 | 28% | ? | 1%
- COc1ccc(CN2CCc3ccc(NC(=O)CCc4ccccc4OC)cc3C2)c(O)c1
  -5% | -7% | 4% | -7% | -26% | 2 | 1% | 19% | -3%
- C=CCn1c2ccccc2c2nnc(SCN3C(=O)c4ccccc4C3=O)nc21
  0% | -10% | ? | -18% | ? | -7 | ? | ? | 0%
- CNS(=O)(=O)c1cccc(C(=O)OCC(=O)N(Cc2ccccc2)C(C)(C)C)c1
  -4% | -5% | -3% | -6% | -22% | -7 | -2% | -5% | -3%

(further entries)
12-LOX inh | POLK inh | RGS4 inh | POLH inh | Anesthetic bind | LDHA block | Pol beta inh | APEX1 inh | ERG Ets-DNA blk | molecule
? | ? | 6%[11.4 µM] | ? | 3% | 7 | ? | 1% | ? | Cc1oc(C)c2c(=O)ccc3c(c12)OC(N)=C(C#N)C3c1ccccc1Cl (stereo not given)
23% | -8% | 5% | -9% | . | -5 | . | -5% | -2% | O=S(=O)(NCCOc1ccccc1F)c1cccc(Br)c1
25% | 0% | 0% | -13% | -5% | 15 | 0% | 5% | -11% | O=C(O)c1ncn(Cc2ccccc2)c1C(=O)O
-7% | 4% | -9% | -3% | -7% | 2 | 76% | 14% | 10% | Cc1ccc2cccnc2c1N
-2% | -11% | -15% | -11% | . | -3 | . | . | -6% | N#Cc1ccc(NC2c3ccccc3CC2O)cc1 (stereo not given)
0% | 4% | -22%[56.9 µM] | -12% | -3% | -5 | -2% | -2% | 2% | NC(=O)c1cc2cc(Cl)ccc2oc1=O
16% | -10% | 16% | -4% | -11% | -1 | 12% | 3% | 1% | CCOC(=O)c1sc(-c2cccs2)nc1C
-23% | 0% | 18% | -10% | 5% | ? | -24% | -3% | -3% | CCc1ccc(CN2CCN(S(=O)(=O)Cc3ccccc3)CC2)cc1
2% | 0% | 28% | -4% | -3% | -12 | 4% | 1% | 5% | Cc1nnc(SCC(=O)N2CCCC2)n(N)c1=O
6% | 14% | ? | -12% | . | -4 | . | -3%&-4%&2% | -9% | C=C(C)[C@H]1CC=C(C)C(=O)C1
? | 5% | -2% | -6% | -16% | 4 | 16% | 24% | 5% | COc1cc(NC(=S)NCCc2ccccc2)c(OC)cc1NC(=O)CC(C)C
